Source: PubChem (National Center for Advancing Translational Sciences (NCATS))
TRb-SRC2 inh: inhibitors of human thyroid hormone receptor beta-SRC2 interaction. AID 1469. P10828. TRbeta-SRC2 peptide binding, fluorescence polarization; receptor liganded with 1 µM T3. Potency, µM (titrated, usually from 106 µM), without a hit: at the highest dose activity change, negative = inhibition, most hits filed as inhibitors. 280,000 tested, 0.065% active;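 note: plate controls were bound peptide for no effect and peptide without receptor for full effect; nearly all actives have a fitted effect of over 50% in size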
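Quantitative HTS by FP: 0.6 uM TRb LBD, 20 nM labeled SRC2 20-mer, 1 uM T3, 5% DMSO; 5 hr ambient incubation; % activity per concentration and potencies from concentration series.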
Tau ThT inhib: blocks human tau fibril formation measured by thioflavin T | 270,000 tested, 2.1% active | recombinant tau K18 P301L, heparin-induced fibrillization, ThT fluorescence | P10636 | Potency, µM (top dose mostly 57.4 µM), for the others: top-dose activity, negative = inhibition, hits mostly inhibitors; note: nearly all actives have a fitted effect of over 55% in size
Target sequence (P10636 561-689 P618L limits assumed): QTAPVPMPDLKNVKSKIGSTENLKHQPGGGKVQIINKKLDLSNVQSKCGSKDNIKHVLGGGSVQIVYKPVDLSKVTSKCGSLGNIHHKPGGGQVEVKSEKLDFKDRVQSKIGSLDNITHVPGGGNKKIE
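Aggregation was driven by heparin (20 uM final) acting on recombinant tau […] bearing P301L in 100 mM sodium acetate pH 7; fibrils were detected with Thioflavin T.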
TexasRed fluor: Texas Red fluorescence interference in TRb-SRC2 counter-screen | Potency, µM (titrated, usually from 106 µM), for inactives: top-dose fluorescence change, negative = quenching | 280,000 tested, 0.29% active | AID 1479 | TRb/SRC2 Texas Red total fluorescence interference; active = well fitted curve in either direction with a large enough effect; inconclusive = small, poorly fitted or top-dose-only effect
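Human TRβ ligand-binding domain (0.6 uM) and Texas Red SRC2 peptide (20 nM) in Tris buffer with 1 uM T3 and 5% DMSO were incubated with pinned compound for 5 hr at ambient temperature. Total fluorescence was computed as S + 2P (555/632 nm).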
GLA spleen mod: inhibitors or activators of human alpha-galactosidase in spleen homogenate; P06280; human spleen homogenate, 4MU-alpha-Gal fluorescence, 40 min; Potency, µM (doses to about 80 µM), without a hit: at the highest dose activity change, negative = inhibition, usual class: inhibitors; 240,000 tested, 0.008% active;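 note: 0% = enzyme with vehicle and -100% = no enzyme basal signal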
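Human spleen homogenate (1 ug) as enzyme source, 4-methylumbelliferyl-alpha-D-galactopyranoside 1 mM final, citrate/phosphate pH 5.0 with 0.01% Tween-20. Compounds 40 min at 37C, NaOH/glycine stop; fluorescence Ex 365/Em 440, Hill-fit AC50.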
Tau fluor counter: counter-screen for tau fibril formation inhibitors; 280,000 tested, 0.93% active; Potency, µM (series often up to 57.7 µM), for the others: at the highest dose activity change, negative = decrease; AID 1463; tau K18 P301L (four-repeat tau fragment) Alexa594 fluorescence, heparin fibrillization; note: nearly all actives have a fitted effect of over 55% in size
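Human K18 P301L tau (15 uM unlabeled plus 0.24 uM Alexa 594-labeled, final) in 100 mM sodium acetate pH 7 was mixed with compound and 20 uM heparin and incubated 6 hr at 37 C.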
ALDH1A1 block: ALDH1A1 (human) enzyme inhibition; P00352; Purified ALDH1A1, NADH fluorescence, propionaldehyde substrate; Potency, µM (doses to about 75.3 µM), for the others: at the top dose activity, negative = inhibition, actives largely listed as inhibitors; 220,000 tested, 7.3% active; AID 1030; active = well fitted inhibition curve with a large enough effect, not every such curve was filed as active; inconclusive = small, poorly fitted or top-dose-only effect, or another doubt; inactive = no such curve, though single readings can be large or run the other way;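 note: plate controls were no enzyme wells and a reference inhibitor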
L3MBTL1 inh: L3MBTL1 (human) inhibition. Q9Y468. AlphaScreen L3MBTL1–H3K9me1 peptide binding. 230,000 tested, 0.66% active. Potency, µM (series often up to 57.1 µM), without a hit: at the highest dose activity, negative = inhibition, usual class: inhibitors. AID 485360; note: nearly all actives have a fitted effect of over 60% in size
Target sequence (Q9Y468 whole entry, looked up): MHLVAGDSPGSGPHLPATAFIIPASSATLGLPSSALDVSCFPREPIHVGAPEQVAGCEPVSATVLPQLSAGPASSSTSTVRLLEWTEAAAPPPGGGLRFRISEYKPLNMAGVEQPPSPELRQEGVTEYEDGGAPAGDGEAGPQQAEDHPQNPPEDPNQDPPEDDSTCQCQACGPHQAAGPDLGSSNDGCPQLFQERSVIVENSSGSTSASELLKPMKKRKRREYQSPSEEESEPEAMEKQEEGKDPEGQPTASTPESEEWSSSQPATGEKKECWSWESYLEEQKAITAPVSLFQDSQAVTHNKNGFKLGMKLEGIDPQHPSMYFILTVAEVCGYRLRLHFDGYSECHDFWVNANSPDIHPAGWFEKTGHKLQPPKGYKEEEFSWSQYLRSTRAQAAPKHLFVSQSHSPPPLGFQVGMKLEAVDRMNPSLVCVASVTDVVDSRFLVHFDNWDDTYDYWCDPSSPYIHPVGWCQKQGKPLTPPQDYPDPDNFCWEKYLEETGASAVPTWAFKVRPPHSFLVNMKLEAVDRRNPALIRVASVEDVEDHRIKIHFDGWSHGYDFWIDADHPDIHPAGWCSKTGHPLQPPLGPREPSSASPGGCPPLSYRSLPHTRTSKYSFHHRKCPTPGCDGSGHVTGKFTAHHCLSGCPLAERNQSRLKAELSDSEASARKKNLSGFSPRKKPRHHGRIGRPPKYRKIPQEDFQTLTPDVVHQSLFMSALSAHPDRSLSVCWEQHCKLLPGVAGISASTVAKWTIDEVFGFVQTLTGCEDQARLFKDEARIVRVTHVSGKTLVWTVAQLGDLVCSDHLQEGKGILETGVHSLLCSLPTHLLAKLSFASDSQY
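Read-out is AlphaScreen signal from streptavidin donor and nickel chelate acceptor beads (10 ug/mL final each) bridging L3MBTL1 (50 nM) and biotinylated K9-monomethylated H3(1-15) peptide (75 nM), after 30 min compound exposure at room temperature.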
Tau fibril FP: tau fibrillization inhibition (FP). 280,000 tested, 0.39% active. Potency, µM (top dose mostly 57.7 µM), for inactives: at the top dose activity, negative = inhibition, actives largely listed as inhibitors. AID 1468. P10636. K18 P301L tau heparin fibrillization, Alexa594 FP, 6 h; note: nearly all actives have a fitted effect of over 55% in size
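Human K18 P301L fragment (15 uM unlabeled plus 0.24 uM Alexa 594-labeled) in 100 mM sodium acetate pH 7 with compound, aggregation induced by 20 uM heparin for 6 hr at 37 C. ThT (30 uM) added for 1 hr, then Alexa 594 FP read.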
The depositor's hits bear a star; [ ] = remark or other dose. Unless noted, calls come from the whole dose curve; as a rule, active = well fitted curve in the direction sought with a large enough effect; inconclusive = small, poorly fitted or top-dose-only effect, or another doubt; inactive = no such curve, though single readings can be large; an effect the other way counts as inactive or inconclusive. Unless noted, % is set by controls: 0 for no effect and ±100 for the full control effect; potency is the fitted concentration of half-maximal effect.

Screening COC(=O)COc1ccc(S(=O)(=O)NCc2cccnc2)cc1 returned TRb-SRC2 inh -4.5%, Tau ThT inhib -11.6%, TexasRed fluor -1.4%, GLA spleen mod 3.3%, Tau fluor counter -1.4%, ALDH1A1 block 9.2%, L3MBTL1 inh 20.8%[11.4 µM] and Tau fibril FP 0.2%.
`O=S(=O)(Nc1nc2ccccc2nc1NCC1CCCO1)c1cccs1` (centres undefined) gave TRb-SRC2 inh 7.0%, Tau ThT inhib -12.7%, TexasRed fluor -1.2%, GLA spleen mod 1.1%, Tau fluor counter -7.2%, ALDH1A1 block inconclusive, L3MBTL1 inh -0.7% and Tau fibril FP -3.9%.
Screening O=C(NC1CCN(C(=O)C2CCCCC2)CC1)c1ccccc1 returned TRb-SRC2 inh 6.0%, Tau ThT inhib -3.4%, TexasRed fluor -2.2%, GLA spleen mod -1.7%, Tau fluor counter -2.1%, ALDH1A1 block -10.5%, L3MBTL1 inh -1.7% and Tau fibril FP -2.8%.
Screening Cn1cnc([N+](=O)[O-])c1Nc1ccccc1O returned TRb-SRC2 inh -21.5%, Tau ThT inhib -5.1%, TexasRed fluor 0.3%, GLA spleen mod -0.3%, Tau fluor counter -1.1%, ALDH1A1 block 2.5%, L3MBTL1 inh -5.9% and Tau fibril FP 1.6%.
COc1ccc(C(=O)N2CCC(C(=O)c3ccc(F)cc3)CC2)cc1 was read as TRb-SRC2 inh -5.1%, Tau ThT inhib 2.9%, TexasRed fluor -2.1%, GLA spleen mod 0.2%, Tau fluor counter -3.0%, ALDH1A1 block inconclusive, L3MBTL1 inh -1.5% and Tau fibril FP -0.4%.
For CC(Oc1ccccc1)C(=O)N=Nc1c(O)[nH]c2ccc([N+](=O)[O-])cc12 (centres undefined) the results were TRb-SRC2 inh 7.6%, Tau ThT inhib inconclusive, TexasRed fluor 0.8%, GLA spleen mod 1.1%, Tau fluor counter inconclusive, ALDH1A1 block -12.5% and Tau fibril FP 8.3%.
CCc1nnc(NS(=O)(=O)c2ccc(N/C=C\C(=O)c3ccc4ccccc4c3)cc2)s1 was read as TRb-SRC2 inh 8.7%, Tau ThT inhib -8.9%, TexasRed fluor -8.3%, GLA spleen mod 9.8%, Tau fluor counter -5.5%, ALDH1A1 block inconclusive, L3MBTL1 inh 0.7% and Tau fibril FP 2.3%.
`Cc1nc2ccc(C(=O)OCc3ccccc3Br)cc2nc1C` gave TRb-SRC2 inh -4.2%, Tau ThT inhib inconclusive, TexasRed fluor -1.4%, GLA spleen mod 10.0%, Tau fluor counter -22.0%, ALDH1A1 block -13.4%, L3MBTL1 inh 4.9% and Tau fibril FP -6.8%.
`O=C(O)c1cccc(-n2cccc2/C=C2/NC(=O)N(c3cccc(Cl)c3)C2=O)c1` gave TRb-SRC2 inh -2.1%, TexasRed fluor -2.6%, GLA spleen mod 3.8%, Tau fluor counter -9.0% and Tau fibril FP 3.2%.
CCOC(=O)c1cc2c(n(-c3ccc(C)cc3)c1=O)CCCC2=O was read as TRb-SRC2 inh -3.1%, Tau ThT inhib -3.1%, TexasRed fluor 0.5%, GLA spleen mod -4.9%, Tau fluor counter -0.9%, ALDH1A1 block inconclusive, L3MBTL1 inh 1.3% and Tau fibril FP 0.4%.
For O=c1[nH]ncc(NCCCO)c1Cl the results were TRb-SRC2 inh -18.8%, Tau ThT inhib -11.5%, TexasRed fluor -4.1%, GLA spleen mod 7.4%, Tau fluor counter -4.7%, ALDH1A1 block 8.0%, L3MBTL1 inh 0.9% and Tau fibril FP -7.4%.
For Cc1c(Cl)c([N+](=O)[O-])nn1CCCC(=O)Nc1ccc(Cl)cc1Cl the results were TRb-SRC2 inh -5.1%, Tau ThT inhib inconclusive, TexasRed fluor 7.8%, GLA spleen mod -3.3%, Tau fluor counter inconclusive, ALDH1A1 block inconclusive, L3MBTL1 inh 3.2% and Tau fibril FP -1.9%.
Screening CC1Cc2ccccc2N1C(=O)CSc1nc(-c2ccco2)cc(C(F)(F)F)n1 (centres undefined) returned TRb-SRC2 inh -3.7%, Tau ThT inhib -8.3%, TexasRed fluor 2.0%, GLA spleen mod 6.3%, Tau fluor counter -10.9%, ALDH1A1 block 13.3%, L3MBTL1 inh 5.4% and Tau fibril FP -2.0%.
Screening Cc1ccc(S(=O)(=O)NNC(=O)NC23CC4CC(CC(C4)C2)C3)cc1 returned TRb-SRC2 inh -0.8%[53 µM], Tau ThT inhib 5.3%, TexasRed fluor -0.4%[53 µM], GLA spleen mod -6.6%, Tau fluor counter 8.9%, ALDH1A1 block -5.4%, L3MBTL1 inh 7.1% and Tau fibril FP 8.2%.
Screening CCCCNc1c(NC(C)=O)c(=O)oc2ccccc12 returned TRb-SRC2 inh 7.8%, Tau ThT inhib -4.7%, TexasRed fluor -7.4%, GLA spleen mod 0.4%, Tau fluor counter -3.0%, ALDH1A1 block 5.7%, L3MBTL1 inh 3.4% and Tau fibril FP -5.3%.
COc1ccccc1Nc1nnc(SCC(=O)Nc2nc(-c3ccc(F)cc3)cs2)s1 was read as TRb-SRC2 inh -0.3%, Tau ThT inhib inconclusive, TexasRed fluor 0.1%, GLA spleen mod 4.2%, Tau fluor counter -27.4%, ALDH1A1 block inconclusive, L3MBTL1 inh 4.3% and Tau fibril FP -1.4%.
Cc1c(-n2c(SCC(=O)NC(C)C)nc3ccccc3c2=O)c(=O)n(-c2ccccc2)n1C was read as TRb-SRC2 inh -2.5%, Tau ThT inhib 2.0%, TexasRed fluor -0.3%, GLA spleen mod 1.1%, Tau fluor counter 7.3%, ALDH1A1 block 8.5% and Tau fibril FP 4.3%.
Screening Oc1ccccc1Cn1c(-c2ccccc2O)nc2ccccc21 returned TRb-SRC2 inh -18.2%, Tau ThT inhib -0.3%, TexasRed fluor 0.1%, GLA spleen mod 8.9%, Tau fluor counter inconclusive, ALDH1A1 block inconclusive and Tau fibril FP inconclusive.
For Cc1c(NC(=O)c2cc3nc(-c4ccccc4)cc(C)n3n2)c(=O)n(-c2ccccc2)n1C the results were TRb-SRC2 inh -25.9%, Tau ThT inhib -9.1%, TexasRed fluor -1.4%, GLA spleen mod -10.7%, Tau fluor counter -8.0%, ALDH1A1 block -6.1% and Tau fibril FP 0.1%.
For Cc1ccc(OCc2ccoc2C(=O)O)cc1C the results were TRb-SRC2 inh 2.3%, Tau ThT inhib -10.3%, TexasRed fluor -1.6%, GLA spleen mod 1.2%, Tau fluor counter 1.8%, ALDH1A1 block 10.0%, L3MBTL1 inh inconclusive and Tau fibril FP -1.6%.

Of the compounds above, these have an aryl thioether with sulfur outside any ring:
Screening CC1Cc2ccccc2N1C(=O)CSc1nc(-c2ccco2)cc(C(F)(F)F)n1 (centres undefined) returned TRb-SRC2 inh -3.7%, Tau ThT inhib -8.3%, TexasRed fluor 2.0%, GLA spleen mod 6.3%, Tau fluor counter -10.9%, ALDH1A1 block 13.3%, L3MBTL1 inh 5.4% and Tau fibril FP -2.0%.
COc1ccccc1Nc1nnc(SCC(=O)Nc2nc(-c3ccc(F)cc3)cs2)s1 was read as TRb-SRC2 inh -0.3%, Tau ThT inhib inconclusive, TexasRed fluor 0.1%, GLA spleen mod 4.2%, Tau fluor counter -27.4%, ALDH1A1 block inconclusive, L3MBTL1 inh 4.3% and Tau fibril FP -1.4%.
Cc1c(-n2c(SCC(=O)NC(C)C)nc3ccccc3c2=O)c(=O)n(-c2ccccc2)n1C was read as TRb-SRC2 inh -2.5%, Tau ThT inhib 2.0%, TexasRed fluor -0.3%, GLA spleen mod 1.1%, Tau fluor counter 7.3%, ALDH1A1 block 8.5% and Tau fibril FP 4.3%.

Next section:
CC(CCc1ccco1)NC(=O)Cn1nc(Cc2ccncc2)c2ccccc2c1=O (centres undefined) was read as TRb-SRC2 inh -1.3%, Tau ThT inhib -17.9%, TexasRed fluor -0.6%, GLA spleen mod 1.3%, Tau fluor counter -7.7%, ALDH1A1 block inconclusive and Tau fibril FP 3.7%.
`COc1ccc(NC(=O)CNc2cccc(C#N)c2)cc1Cl` gave TRb-SRC2 inh 1.1%, Tau ThT inhib -12.8%, TexasRed fluor -3.4%, GLA spleen mod 3.5%, Tau fluor counter inconclusive, ALDH1A1 block inconclusive and Tau fibril FP -6.9%.
Screening COc1cc2c(cc1OC)CN(S(=O)(=O)c1cccs1)CC2 returned TRb-SRC2 inh -1.6%, Tau ThT inhib 5.3%, TexasRed fluor -0.4%, GLA spleen mod 1.6%, Tau fluor counter -5.8%, ALDH1A1 block inconclusive, L3MBTL1 inh -5.4% and Tau fibril FP -2.7%.
`Cc1ccc2occ(C3N[C@H](C(=O)O)CS3)c(=O)c2c1` (some centres undefined) gave TRb-SRC2 inh -6.5%, Tau ThT inhib inconclusive, TexasRed fluor 0.3%, GLA spleen mod -0.7%, Tau fluor counter -4.9%, ALDH1A1 block 1.41µM*, L3MBTL1 inh -9.3% and Tau fibril FP -3.5%.
`CCN1C(=S)SC(=O)C1=C1C=C(C)N(CCO)C(C)=C1` gave TRb-SRC2 inh 6.4%, Tau ThT inhib inconclusive, TexasRed fluor -0.3%, GLA spleen mod -16.7%, Tau fluor counter -4.3%, ALDH1A1 block 15.8µM*, L3MBTL1 inh -1.2% and Tau fibril FP 4.3%.
Screening NC(=O)C1CCN(C(=O)CSc2nc3ccccc3s2)CC1 returned TRb-SRC2 inh 1.5%, Tau ThT inhib -0.7%, TexasRed fluor 2.9%, GLA spleen mod 10.9%, Tau fluor counter 2.8%, ALDH1A1 block inconclusive and Tau fibril FP 7.0%.
CCOc1ccc(N2CC(c3nc4ccccc4n3CCOc3ccc(OC)cc3)CC2=O)cc1 (centres undefined) was read as TRb-SRC2 inh 0.3%, Tau ThT inhib inconclusive, TexasRed fluor 2.0%, Tau fluor counter -11.6% and Tau fibril FP 10.6%.
For CC(=O)N1CCN(c2ccc(NCc3ccc4c(c3)OCO4)cc2)CC1 the results were TRb-SRC2 inh 39.8µM*, Tau ThT inhib 15.8µM*, TexasRed fluor 11.8%, GLA spleen mod -8.5%, Tau fluor counter inconclusive, ALDH1A1 block inconclusive, L3MBTL1 inh -6.6% and Tau fibril FP inconclusive.
